tuberculosis growth: growth inhibition of non-replicating M. tuberculosis (AID 488890); Mycobacterium tuberculosis non-replicating, growth inhibition; higher % means a stronger effect; one-dose inhibition, % at 25 µM; IC50 in µM for titrated hits; hit rate 0.39% among 320,000; in the data active means a potency from the dose series; inconclusive means inhibition mostly from about 82% at the one dose, without a potency; inactive means the rest, 99 in 100 with inhibition below about 76%;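 further: plate controls were DMSO cells for no effect and high antibiotic wells for full effect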
Salmonella PhoP GFP: Inhibition of PhoP regulon, Salmonella typhi GFP reporter cells, confirmation, 4 h (AID 1850). hit rate 0.33% among 310,000. inhibition, % at 50 µM; hits with a dose series show IC50 in µM. Salmonella Typhi PhoP-promoter GFP reporter, fluorescence, 4 h; higher % means a stronger effect; in the data active means a potency from the dose series; inconclusive means inhibition mostly from about 25% at the one dose, without a potency; inactive means the rest, 99 in 100 with inhibition below about 19%;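 further: 0% = induced wells with vehicle and 100% = uninduced wells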
inhibitors of VEEV: inhibitors of VEEV TC-83 cytopathic effect, confirmation, Vero cells (AID 588727); Vero cells, VEEV TC-83 cytopathic effect inhibition; higher % means a stronger effect; one-dose inhibition, % at 20 µM; IC50 in µM for titrated hits; hit rate 0.13% among 350,000; in the data active means a potency from the dose series; inconclusive means inhibition mostly from about 14% at the one dose, without a potency; inactive means the rest, 99 in 100 with inhibition below about 12%; further: strong numbers were not always called active
influenza NS1A: H1N1 influenza NS1A inhibitors, functional cell based assay (AID 504329). NS1A functional cell-based assay, percent inhibition; higher % means a stronger effect. inhibition, % at 12.5 µM, or IC50 in µM where a hit was titrated. hit rate 0.3% among 340,000; in the data active means a potency from the dose series; inconclusive means inhibition above about 27% without an active follow-up result; further: strong numbers were not always called active
M. tuberculosis HTS: M. tuberculosis growth inhibition, HTS (AID 449762); hit rate 0.59% among 330,000; one-dose inhibition, % at 25 µM; IC50 in µM for titrated hits; M. tuberculosis H37Rv growth inhibition, 7H9 media; higher % means a stronger effect; in the data active means a potency from the dose series; inconclusive means inhibition above about 70% without an active follow-up result;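 further: bacterial growth assessed after seven days of incubation; strong numbers were not always called active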
inhibitors of VEEV 10K pilot screen: second read-out of inhibitors of VEEV, no call of its own (marks repeat the call); inhibition, %; measured here: 10K pilot screen inhibition
The depositor's hits bear a star; i = inactive; ? = inconclusive; / = not tested or not shown; & = joins results of further samples.

SMILES	tuberculosis growth	Salmonella PhoP GFP	inhibitors of VEEV	influenza NS1A	M. tuberculosis HTS	others
COc1ccc(C(=O)NC2CC(C)(C)Cc3c2cnn3-c2ccccc2C)o1 (centres undefined)	-3%	-4%	1.6%	-4%	-4%
CCCc1cc(=O)n2[nH]c(NCc3ccc(OC)cc3)nc2n1	15%	-11%	i	-18%	3%
CCCCOc1ccc(-c2c(C#N)c(N)nc(SCC(N)=O)c2C#N)cc1	24%	-7%	0.6%	4%	48%
Cc1ccccc1C(=O)Nc1nnc(CC(=O)N/N=C/c2ccco2)s1	-8%	15%	3.5%	-12%	-8%
CCSc1nnc2nc3[nH]c4c(C)cccc4c3nn12	-9%	12%	9.0%	/	-2%
O=C(c1ccc(Cl)cc1)N1N=CCC1(O)c1ccc(Cl)cc1 (centres undefined)	?	1%	1.3%	2%	2%
O=C(Nc1ncc(Cc2cccc(Cl)c2Cl)s1)c1ccc([N+](=O)[O-])cc1	-11%	0%	8.3%	3%	3%
CC(C)C(C(=O)NC1CCCC1)N(CC1CCCO1)C(=O)CNS(=O)(=O)c1ccccc1 (centres undefined)	-3%	-4%	i	-5%	-8%
COc1ccc(OC)c(NC(=S)N2CCN(c3ccccn3)CC2)c1	-14%	-4%	8.2%	13%	10%
O=C1c2ccccc2NC(c2cccc(F)c2)N1Cc1ccccc1 (centres undefined)	16%	4%	0.1%	-4%	10%
COC(=O)c1ccc(OC)cc1OCC(=O)N1CCN(c2ccc(F)cc2)CC1	2%	-5%	7.7%	1%	-3%
CCOC(=O)c1ccc(CNC(=O)CSc2nnnn2-c2ccc(Cl)cc2)o1	/	-1%	0.3%	3%	-1%

Reprinted at random: six records from the list.
SMILES	tuberculosis growth	Salmonella PhoP GFP	inhibitors of VEEV	influenza NS1A	M. tuberculosis HTS	others
O=C1c2ccccc2NC(c2cccc(F)c2)N1Cc1ccccc1 (centres undefined)	16%	4%	0.1%	-4%	10%
CCCc1cc(=O)n2[nH]c(NCc3ccc(OC)cc3)nc2n1	15%	-11%	i	-18%	3%
CCSc1nnc2nc3[nH]c4c(C)cccc4c3nn12	-9%	12%	9.0%	/	-2%
O=C(c1ccc(Cl)cc1)N1N=CCC1(O)c1ccc(Cl)cc1 (centres undefined)	?	1%	1.3%	2%	2%
COc1ccc(C(=O)NC2CC(C)(C)Cc3c2cnn3-c2ccccc2C)o1 (centres undefined)	-3%	-4%	1.6%	-4%	-4%
COc1ccc(OC)c(NC(=S)N2CCN(c3ccccn3)CC2)c1	-14%	-4%	8.2%	13%	10%

The listing picks up, starting two compounds before the break.
SMILES	tuberculosis growth	Salmonella PhoP GFP	inhibitors of VEEV	influenza NS1A	M. tuberculosis HTS	others
COC(=O)c1ccc(OC)cc1OCC(=O)N1CCN(c2ccc(F)cc2)CC1	2%	-5%	7.7%	1%	-3%
CCOC(=O)c1ccc(CNC(=O)CSc2nnnn2-c2ccc(Cl)cc2)o1	/	-1%	0.3%	3%	-1%
CN(C)C(=O)C(CCN1CCC(O)(c2ccc(Cl)cc2)CC1)(c1ccccc1)c1ccccc1	68%	-9%&1%	i	6%	?
COc1ccc2nc(/N=C/c3c(C)[nH]n(-c4ccc(C)cc4C)c3=O)sc2c1	2%	0%	0.9%	-7%	12%
COc1ccccc1NCC(=O)N1CCN(S(=O)(=O)c2ccccc2)CC1	38%	/	12%	0%	5%
CCCCN(C(=O)CSc1nnnn1-c1ccccc1OC)C1CCS(=O)(=O)C1 (centres undefined)	0%	-6%	11%	4%	-5%
O=C(c1ccc(CS(=O)(=O)c2ccc(Br)cc2)o1)N1CCCCCC1	28%	-13%	i	-1%	3%
Oc1oc(-c2ccccc2)nc1/C=N/c1nccs1	?	-12%	0.7%	-1%	69%
CC1(C)Oc2ccc3ccc(=O)oc3c2/C(=C/NCCN/C=C2\C(=O)C(C)(C)Oc3ccc4ccc(=O)oc4c32)C1=O	-29%	28%	/	/	-5%
CCC1CCCCN1CCCNC(=O)c1ccc2c(c1)N(Cc1ccc(F)cc1)C(=O)c1ccccc1S2=O (centres undefined)	48%	-14%	i	-13%	2%
COc1ccc(N(C(=O)CNC(=O)c2ccco2)C(C(=O)NC2CCCC2)c2cccnc2)cc1 (centres undefined)	-7%	-34%	i	-8%	2%
CCOC(=O)CC1COCCN1C(=O)c1cc(COc2ccc(F)cc2Cl)on1 (centres undefined)	14%	-1%	6.8%	-3%	8%
CCc1nc(Cl)c(C#N)c2c1CSC(C)(C)C2	68%	-4%	1.0%	-6%	11%
Cc1nnc(SCC(=O)N2CCC(Cc3ccccc3)CC2)n(N)c1=O	4%	4%	8.6%	-2%	-12%
Nc1nn(-c2cccc(F)n2)cc1-c1ccccc1	/	/	6.0%	-16%	/
O=C(c1ccc(OCCN2CCCCC2)cc1)c1c(-c2ccc(O)cc2)sc2cc(O)ccc12	-1%&50%	9%&-4%	?	3%&8%	60%&36%
O=C(COC(=O)c1cn(-c2ccccc2)nc1-c1ccccc1)Nc1ncc(Cl)cc1Cl	4%	1%	0.8%	-3%	-3%
Cc1[nH]c(=O)[nH]c(=O)c1S(=O)(=O)NCCOC12CC3CC(CC(C3)C1)C2	3%	8%	i	-8%	-15%
O=C(Nc1cccc(Cl)c1)c1ccc(S(=O)(=O)NCC2CCCO2)cc1 (centres undefined)	-3%	0%	1.0%	-7%	-10%
COc1ccc(CCN2CC(C(=O)Nc3cc(F)ccc3F)CC2=O)cc1OC (centres undefined)	3%	1%	1.7%	-1%	-5%
Clc1cccc(Cl)c1Cn1ccc(C2CC2)n1	16%	1%	2.5%	-9%	1%
O=C(NCCn1c(-c2ccncc2)nc2ccccc21)[C@H]1CCCN1c1nc(CN2CCCCC2)cs1	1%	9%	0.0%	10%	-12%
COc1ccc(Cn2c(O)c(C=Nc3ccc(O)cc3)c3ccccc3c2=O)cc1	26%	-5%	0.1%	-3%	26%	inhibitors of VEEV 10K pilot screen=0.8
Cc1cc(C)cc(OCC(=O)Nc2ccc3c4c(cccc24)CC3)c1	-7%	-8%	0.2%	1%	0%
O=c1c2cc(Cl)cc(Cl)c2nc2n1CCC2	-17%	-7%	1.8%	-14%	-4%
O=C(c1cnn(C(=O)CN2CCCC2=O)c1)c1ccccc1O	2%	/	2.3%	-17%	5%
CN1/C(=C\C=C\C2=[N+](C)c3ccc4ccccc4c3C2(C)C)C(C)(C)c2ccccc21	51%	5.8µM*	/	/	58%
CCCCNC(=S)NCC(c1ccccc1)c1c[nH]c2ccccc12 (centres undefined)	32%	1%	i	22%	5%
Cc1ccc(Cn2c(=N)c(C(=O)NCC3CCCO3)cc3c(=O)n4cccc(C)c4nc32)cc1 (centres undefined)	24%	-2%	3.4%	4%	7%
CCN(CC)S(=O)(=O)c1ccc2c(c1)nc(CCC(=O)Nc1ccc3c(c1)OCO3)n2CC	17%	-5%	1.5%	-4%	-5%
O=C(NCC(=O)N1CCCC1C(=O)O)OC1CCCCC1 (centres undefined)	-3%	-1%	0.4%	-2%	-9%
Cc1cccc(NC(=O)CCCn2cc([N+](=O)[O-])cn2)n1	73%	1%	0.3%	-7%	63%
Cc1cc(C(=O)NC2CCCc3c2cnn3-c2ccc(C)c(C)c2)no1 (centres undefined)	30%	-1%	2.6%	-4%	2%
C=CCC(C(=O)NC(C)c1ccccc1)C(=O)NC(C)c1ccccc1 (centres undefined)	-6%	-13%	i	-20%	-1%
COc1ccc(N2C(=O)CC(NNC(=O)c3ccco3)C2=O)cc1 (centres undefined)	72%	-11%	1.1%	7%	6%
CSCCC(NC(=O)c1ccccc1)C(=O)NCC(C)(C)N1CCOCC1 (centres undefined)	-1%	/	0.8%	5%	-8%
COc1cccc(N2CCN(C3CC(=O)N(c4cccc(Cl)c4)C3=O)CC2)c1 (centres undefined)	16%	1%	i	-10%	-8%
Cc1ccc(C(=O)O/N=C2\CC3CCC2(C)C3(C)C)cc1 (centres undefined)	13%	-4%	i	2%	1%
N/C(=N\OC(=O)c1ccc(Cl)cc1Cl)c1ccncc1	24%	6%	i	-4%	-2%
Cc1cc(=O)cc(C)n1-c1ccccc1N1CCOCC1	6%	-7%	1.4%	-2%	-1%	inhibitors of VEEV 10K pilot screen=1.2
OC(COc1ccc(F)cc1Cl)CN1CCc2ccccc2C1 (centres undefined)	28%	15%	i	5%	16%
O=S(=O)(NCc1csc(-c2cccnc2)n1)c1ccc(Cl)s1	5%	3%	4.0%	-15%	0%
Cc1cccc(NC(=O)c2ccc(S(=O)(=O)N(C)C)cc2)n1	0%	-4%	1.6%	-6%	-2%
Cn1nnnc1Sc1ncnc2scc(-c3cccc(Br)c3)c12	?	/	13%	-1%	?
Cc1nonc1OCCN1CCN(c2ccccc2[N+](=O)[O-])CC1	16%	-6%	0.3%	11%	-2%
CCCNC(=O)Cn1c(-c2ccc(F)cc2)cc(C(=O)OCC)c1C	16%	-3%	i	1%	11%
CC1(C)Cc2c(sc(NC(=O)C(=O)NCC3CCCO3)c2C(N)=O)CO1 (centres undefined)	12%	2%	5.7%	-3%	-2%
Cc1cc(=O)oc2cc(OC(=O)C3CCN(C(=O)c4ccc(F)cc4)CC3)ccc12	6%	-7%	6.7%	-3%	94%
CC1(C(=O)NCC2CCCO2)Oc2cccnc2NC1=O (centres undefined)	-3%	11%	0.1%	0%	0%
CCN(CC)CCN1C(=O)C2C(C(=O)Nc3cccc(C)c3)C3C=CC2(O3)C1C(=O)NC1CCCC(C)C1C (centres undefined)	4%	-3%	i	-11%	2%
O=S(=O)(NCCCN1CCN(c2ccccc2F)CC1)c1cccc2cccnc12	27%	-7%	1.0%	0%	2%
Cc1cccc(C(=O)NC(=S)Nc2ccc(S(=O)(=O)N3CCN(C)CC3)cc2)c1	52%	3%	4.6%	4%	6%
COc1cccc(N2C(=O)CC(N3CCN(S(=O)(=O)c4ccccc4)CC3)C2=O)c1 (centres undefined)	2%	-6%	i	-3%	3%
CCOC(=O)C1CCCN(C(=O)/C=C/c2ccc(Cl)cc2)C1 (centres undefined)	59%	-6%	i	-13%	1%
COC(=O)C12OCC34C(CC5C(C)=C(O)C(=O)CC5(C)C3C(O)C1O)OC(=O)C(OC(=O)C=C(C)C)C24 (centres undefined)	/	/	0.3%	4%	/
Cc1ccc(NC(=O)CSc2nc(C)c(Cc3ccccc3)c(=O)[nH]2)cc1C	15%	14%	4.1%	0%	2%
Cc1ccc(OCC(=O)Nc2ccc3c(c2)nc2n3CCOC2)cc1	36%	13%	1.2%	-9%	-15%
Cn1c(=O)n(C)c2cc(N3CCCC3)c(NC(=O)c3cccc(F)c3)cc21	-4%	-2%	i	13%	1%
O=C(Nc1ccccc1)C1COc2ccccc2O1 (centres undefined)	?	-4%	0.3%	5%	0%
CCCS(=O)(=O)N1CCCC(C(=O)NCCN2CCOCC2)C1 (centres undefined)	-9%	-6%	1.1%	-7%	3%
CCOc1ccc(CC(=N)C2=C(O)CC(C)(C)CC2=O)cc1OCC	9%	-1%	0.3%	-8%	12%
COc1ccc(Nc2ncnc3sc(C)cc23)c(OC)c1	27%	-3%	3.3%	-9%	-3%
Cc1cc(NCC(C)C)n2ncnc2n1	3%	-1%	4.9%	3%	0%

Source: PubChem (Southern Research Specialized Biocontainment Screening Center)
